Source: PubChem (National Center for Advancing Translational Sciences (NCATS))
HADH2 inhib: inhibitors of human HADH2 dehydrogenase. Q99714. recombinant HADH2, NADH fluorescence, beta-hydroxybutyryl-CoA. AID 886. Potency, µM (doses to about 57.1 µM), for inactives: top-dose activity change, negative = inhibition, actives largely listed as inhibitors. 3.4% of 73,000 active; note: potency is the fitted concentration of half-maximal effect; % is set by controls: 0 for no effect and ±100 for the full control effect; nearly all actives have a fitted effect of over 60% in size; many of its hits are not listed in these tables
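Activity measured as NADH fluorescence gain (360/450 nm), taken as the change between first and last reads of a 4-min kinetic run. Conditions: pH 9.0 Tris buffer, 20 nM E. coli-expressed His-tagged enzyme, 1 mM NAD+, 90 uM beta-hydroxybutyryl-CoA; 15-min compound preincubation.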
HBB splice mod: hemoglobin beta splicing modulation; 0.06% of 65,000 active; HBB splicing reporter cell assay, activation; EGFP reporter with mutant IVS2-654 intron; response scale: normalised to 500 nM splice-correcting PNA; AID 925; Potency, µM (highest dose often 46.1 µM), inactives show top-dose activation, usual class: activators; note: potency is the fitted concentration of half-maximal effect; 0% is about no effect
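HeLa cells stably expressing EGFP interrupted by mutant beta-globin intron 2 (IVS2-654), 500/well in 2% FCS. Treated with compound for 2 days at 37C. Splicing correction scored as total well GFP intensity (488 nm excitation, 500-520 nm emission); 500 nM antisense PNA served as control.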
Pol III holo inh: inhibitors of bacterial DNA polymerase III holoenzyme; reconstituted DNA polymerase III holoenzyme replication, biochemical; Potency, µM (highest dose often 57.1 µM), for the others: top-dose activity change, negative = inhibition; 0.25% of 71,000 active; AID 603; note: potency is the fitted concentration of half-maximal effect; % is set by controls: 0 for no effect and ±100 for the full control effect
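Reconstituted *E. coli* holoenzyme (0.35 nM Pol III, 1 nM beta, 154 nM SSB, 2 nM primase) was preincubated with compound for 15 min at RT. Synthesis on 1.4 nM ssM13Gori ran 35 min, then was stopped with PicoGreen/EDTA and read as dsDNA fluorescence.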
BRCT inh green: blocks human BRCA1 BRCT binding to phosphopeptide, green readout. P38398. BRCA1 BRCT-phosphopeptide binding, green fluorescence polarization. Potency, µM (top dose mostly 76.9 µM), inactives show at the highest dose activity change, negative = inhibition, actives largely listed as inhibitors. 0.05% of 75,000 active;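 note: potency is the fitted concentration of half-maximal effect; plate controls were peptide without protein for full effect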
Target sequence (P38398 whole entry, looked up): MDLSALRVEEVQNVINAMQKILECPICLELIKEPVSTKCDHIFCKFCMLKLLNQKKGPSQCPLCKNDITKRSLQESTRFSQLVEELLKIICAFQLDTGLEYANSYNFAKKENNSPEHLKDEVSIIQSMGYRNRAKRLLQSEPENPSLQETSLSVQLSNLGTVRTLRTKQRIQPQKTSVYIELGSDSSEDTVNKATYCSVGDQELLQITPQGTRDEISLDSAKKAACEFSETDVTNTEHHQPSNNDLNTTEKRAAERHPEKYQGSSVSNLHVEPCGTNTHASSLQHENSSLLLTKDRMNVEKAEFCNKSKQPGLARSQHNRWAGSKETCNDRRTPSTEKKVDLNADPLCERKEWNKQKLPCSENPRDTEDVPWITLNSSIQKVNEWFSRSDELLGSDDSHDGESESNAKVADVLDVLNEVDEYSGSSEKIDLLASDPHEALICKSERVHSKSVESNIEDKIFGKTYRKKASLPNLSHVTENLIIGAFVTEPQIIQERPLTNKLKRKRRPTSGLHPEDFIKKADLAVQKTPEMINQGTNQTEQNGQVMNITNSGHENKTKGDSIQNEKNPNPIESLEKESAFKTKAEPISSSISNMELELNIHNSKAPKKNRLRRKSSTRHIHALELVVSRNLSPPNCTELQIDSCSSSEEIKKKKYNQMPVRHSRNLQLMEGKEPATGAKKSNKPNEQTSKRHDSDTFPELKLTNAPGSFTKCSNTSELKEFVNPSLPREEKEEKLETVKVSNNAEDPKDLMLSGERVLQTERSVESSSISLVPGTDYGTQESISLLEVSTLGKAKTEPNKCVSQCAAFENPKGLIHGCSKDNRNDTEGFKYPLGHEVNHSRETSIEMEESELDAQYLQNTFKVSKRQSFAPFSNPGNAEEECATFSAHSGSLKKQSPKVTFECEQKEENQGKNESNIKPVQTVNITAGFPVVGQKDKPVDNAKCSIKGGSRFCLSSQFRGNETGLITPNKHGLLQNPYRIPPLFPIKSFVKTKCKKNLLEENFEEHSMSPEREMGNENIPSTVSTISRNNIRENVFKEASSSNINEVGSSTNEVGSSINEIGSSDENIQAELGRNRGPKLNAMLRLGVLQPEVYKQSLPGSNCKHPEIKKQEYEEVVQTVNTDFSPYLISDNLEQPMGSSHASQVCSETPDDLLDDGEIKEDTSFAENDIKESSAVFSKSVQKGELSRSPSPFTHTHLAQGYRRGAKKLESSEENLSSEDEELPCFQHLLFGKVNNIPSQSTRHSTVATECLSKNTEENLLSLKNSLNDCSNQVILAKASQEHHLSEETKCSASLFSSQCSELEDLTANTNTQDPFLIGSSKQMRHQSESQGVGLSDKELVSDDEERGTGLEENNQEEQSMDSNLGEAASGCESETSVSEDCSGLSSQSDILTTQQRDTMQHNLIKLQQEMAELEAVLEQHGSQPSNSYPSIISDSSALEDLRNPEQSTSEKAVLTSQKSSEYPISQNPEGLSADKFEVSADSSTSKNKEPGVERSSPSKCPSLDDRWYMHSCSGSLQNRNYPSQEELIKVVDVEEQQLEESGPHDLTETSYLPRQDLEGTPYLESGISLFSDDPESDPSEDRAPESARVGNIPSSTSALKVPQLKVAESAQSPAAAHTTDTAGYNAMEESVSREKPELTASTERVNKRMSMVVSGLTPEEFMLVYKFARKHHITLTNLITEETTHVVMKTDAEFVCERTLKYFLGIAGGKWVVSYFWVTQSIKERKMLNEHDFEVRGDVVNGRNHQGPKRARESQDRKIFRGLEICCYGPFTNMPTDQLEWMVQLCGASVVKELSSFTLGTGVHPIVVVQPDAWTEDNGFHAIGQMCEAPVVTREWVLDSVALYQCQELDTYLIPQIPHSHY
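Fluorescence polarization: His-tagged BRCT (~35 kDa BRCA1 C-terminus, 250 nM) bound to 100 nM fluorescein-labeled phosphorylated 10-aa BACH1 peptide, pH 7.3 phosphate buffer with DTT and Tween 20. Compounds incubated 12 min at room temperature; inhibition read as lowered polarization.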
UbGFP stabilizer: ubiquitin-GFP accumulation via proteasome inhibition; Potency, µM (doses to about 45.9 µM), inactives show at the top dose activation (GFP accumulation), actives largely listed as activators; 67,000 tested, under 10 active; Ubiquitin-GFP reporter cells, proteasome inhibition, GFP fluorescence; response scale: untreated = 0%, 10 µM MG-132 = 100%; AID 526; active = well fitted activation curve with a large enough effect, not every such curve was filed as active; inconclusive = small, poorly fitted or top-dose-only effect, or another doubt; inactive = no such curve, though single readings can be large or run the other way; note: potency is the fitted concentration of half-maximal effect
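Proteasome blockade was scored as a rise in GFP-expressing U2OS cells carrying a ubiquitin(G76V)-GFP construct, imaged after 4 hr compound treatment at 37 °C across a 46 uM–2.9 nM series.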
BRCT inh red: disrupts BRCA1 BRCT binding to phosphoprotein, red fluorophore readout; BRCT-phosphopeptide binding, red fluorescence polarization; Potency, µM (series often up to 76.9 µM), for the others: at the top dose activity change, negative = inhibition, most hits filed as inhibitors; 0.03% of 75,000 active; note: % is set by controls: 0 for no effect and ±100 for the full control effect
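Fluorescence polarization: 100 nM His-tagged BRCA1 BRCT with 100 nM TAMRA-labelled phospho-BACH1 decapeptide, phosphate buffer pH 7.3 with 150 mM NaCl, DTT, 0.01% Tween 20; 12 min RT. Binding inhibition seen as FP decrease.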
ALOX15 inhib: 15-hLO (ALOX15) enzyme inhibition. 1.4% of 74,000 active. Potency, µM (top dose mostly 57.1 µM), without a hit: top-dose activity change, negative = inhibition, actives largely listed as inhibitors. purified 15hLO-1, xylenol orange hydroperoxide absorbance; note: potency is the fitted concentration of half-maximal effect; % is set by controls: 0 for no effect and ±100 for the full control effect; nearly all actives have a fitted effect of over 55% in size
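40 nM 15hLO-1 + cpd, 15 min RT; start w/ 50 uM AA (final), 6 min RT; stop/detect w/ 200 uM XO + 300 uM Fe(II) in 50 mM H2SO4, 30 min; A573/A405. Buffer 25 mM Hepes pH 7.5, 0.01% Triton X-100. No-enzyme wells as negative control.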
CRE Fsk mod: CRE-bla signaling modulation under forskolin stimulation; CHO CRE-bla reporter (cAMP response element driving beta-lactamase), forskolin EC10, beta-lactamase ratio; Potency, µM (top dose mostly 38.2 µM), for inactives: at the highest dose activity change, negative = inhibition, hits mostly activators; 2.5% of 71,000 active; AID 662; active = well fitted activation curve with a large enough effect in the signal ratio, with a control signal flat, not every such curve was filed as active; inconclusive = small, poorly fitted or top-dose-only effect, or effect the other way, or a change in a side signal; the % refers to the signal ratio; note: potency is the fitted concentration of half-maximal effect; % of control where 0% means no effect
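Modulation of forskolin-driven signalling is measured in CHO cells carrying a CRE-controlled beta-lactamase reporter. Cells are stimulated with EC10 NKH 477 in the presence of titrated compound for 3 h at 37 °C, then loaded with CCF4 for 2 h at room temperature.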
Epigenetic mod: epigenetic modulators derepressing GFP locus in mouse cells. mouse C127i GFP locus derepression, cytometry, 30 h. Potency, µM (titrated, usually from 46.1 µM), inactives show at the highest dose GFP derepression (activation). 0.09% of 68,000 active. AID 597; note: % of control where 0% means no effect
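Read-out is the number of GFP-positive cells, scored as fluorescent objects 20 to 120 um wide, reflecting derepression of a silenced CMV-GFP reporter in murine C127i cells after 30 h compound exposure at 37 C.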
Hsp90 Hop PPI: changes Hsp90-Hop TPR2A binding signal, up or down. AlphaScreen TPR2A-His6 binding biotin-Hsp90 C-terminal peptide. Potency, µM (doses to about 57 µM), for inactives: at the highest dose activity change, negative = inhibition. 0.44% of 71,000 active. AID 595; active = well fitted curve in either direction with a large enough effect; inconclusive = small, poorly fitted or top-dose-only effect, or another doubt; note: potency is the fitted concentration of half-maximal effect; % is set by controls: 0 for no effect and ±100 for the full control effect; many of its hits are not listed in these tables
USP2a inhib: USP2a (human) protease inhibition; O75604; USP2a enzymatic assay, qHTS inhibition; Potency, µM (titrated, usually from 38.3 µM), inactives show top-dose activity change, negative = inhibition, hits mostly inhibitors; 0.1% of 60,000 active;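 note: potency is the fitted concentration of half-maximal effect; nearly all actives have a fitted effect of over 60% in size; plate controls were DMSO for no effect and NEM full inhibition control for full effect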
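USP2 core (20nM final) preincubated 30 min RT with compound, then Ub-PLA2 20nM and NBD C6-HPC 20uM final added; buffer 20mM Tris-HCl pH 8.0, 2mM CaCl2. Fluorescence Ex 460/Em 535 read at 0 and 2.5 h; normalized to NEM.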
An asterisk follows results filed as active; ? = inconclusive; / = no result given; [ ] = dose if it differs, or a comment. Unless noted, calls come from the whole dose curve; as a rule, active = well fitted curve in the direction sought with a large enough effect; inconclusive = small, poorly fitted or top-dose-only effect, or another doubt; inactive = no such curve, though single readings can be large; an effect the other way counts as inactive or inconclusive. An excerpt; the hit share may differ from the screen's.

SMILES | HADH2 inhib | HBB splice mod | Pol III holo inh | BRCT inh green | UbGFP stabilizer | BRCT inh red | ALOX15 inhib | CRE Fsk mod | Epigenetic mod | Hsp90 Hop PPI | USP2a inhib
COc1ccc(COC(=O)N/N=C2/C[C@@H](O)[C@@H](O)[C@@H]3[C@@H]4C(=O)N(Cc5ccc6c(c5)OCO6)C(=O)[C@H]4CC[C@H]23)cc1 | 6%[11.4 µM] | 1.5%[9.22 µM] | / | -1.4%[15.4 µM] | / | 1.4%[15.4 µM] | 6%[11.4 µM] | / | / | / | /
CN(C(=O)CSc1nc(-c2ccc(F)cc2)cs1)C1CCS(=O)(=O)C1 (configuration not stated) | 1% | -0.8% | -4% | 1.6% | 1% | 0.1% | 3% | ? | -2% | -2% | 9%
COCCNS(=O)(=O)c1ccc2c(c1)oc(=O)c1cc(S(=O)(=O)NCCOC)ccc12 | 2% | -0.1% | -5% | -1.6% | -2% | 1.0% | 4% | ? | 1% | -3% | 8%
O=C(NC1CS(=O)(=O)CC1NCc1ccco1)c1ccccc1 (configuration not stated) | -1% | 7.0% | -2% | 3.5% | 2% | 0.3% | 0% | -7% | 0% | -2% | -5%
COc1ccc(N(C(=O)CNC(=O)c2ccco2)C(C(=O)NC2CCCCC2)c2ccco2)cc1 (configuration not stated) | 5% | / | 3% | -0.3% | 4% | -0.3% | -8% | ? | 0% | -2% | 4%
CC(=O)C1=C(O)C(=O)N(Cc2ccccc2)C1c1cccs1 (configuration not stated) | -9% | -0.4% | -3% | -1.7% | 2% | 0.5% | 44%[activator] | -10% | 3% | -1% | 14%
COc1ccc(CNCC(=O)Nc2cc(C)nn2-c2nc(C)cc(C)n2)cc1OC | 1% | 0.7%[57.5 µM] | -4% | 0.4% | 1% | -1.6% | 20% | 1% | 2% | 1% | 1%
CCn1c(SCc2nnc(-c3ccccc3)o2)nnc1-c1ccc(S(=O)(=O)N2CCCC2)cc1 | 8% | / | -8% | 2.5% | 9% | 0.7% | -4% | -5% | -2% | -2% | 23%
CCCCC(CC)COC(=O)COc1ccc(Cl)cc1Cl (configuration not stated) | -10% | -0.4% | -10% | 0.8% | / | 0.4% | -5% | 0% | / | ? | /
O=C(COC(=O)CCC1CCCC1)Nc1ccc(Cl)cn1 | 5% | 0.0% | -5% | 0.5% | 5% | 0.5% | 3% | -11% | -2% | -1% | 12%
O=C(Cn1ncc2c1-c1ccccc1OC2)Nc1nc2ccccc2s1 | -9% | 0.0% | -3% | 2.1% | -3% | -0.1% | -28% | ? | -2% | -1% | /
COc1ccc(OC)c(-c2cc(C(=O)NCCN3CCOCC3)no2)c1 | 3% | -1.4% | -6% | -1.2% | 2% | -1.6% | -4% | 11% | -1% | 2% | 7%
CC1CCCC(NC(=O)c2ccc3c(c2)N(Cc2ccccc2)C(=O)CS3=O)C1C (configuration not stated) | -18% | -0.7% | -2% | -2.6% | 0% | -1.2% | -4% | -7% | 0% | 5% | /
COC(=O)c1[nH]c(=O)c2ccccc2c1OCc1ccccc1 | 4% | -0.7% | -6% | -0.7% | -11% | -2.4% | -9% | ? | -4% | -2% | 5%
c1ccc(N2CCN(c3nc4cc5c(cc4s3)OCCO5)CC2)cc1 | 7% | -2.4% | 1% | -1.2% | -1% | -0.1% | -6% | ? | 1% | 1% | 7%
CC[N+](CC)(CCNC(=O)C(=O)NCC[N+](CC)(CC)Cc1ccccc1Cl)Cc1ccccc1Cl | 7% | / | -3% | -0.9% | 1% | 1.0% | -12%[25.6 µM] | -14% | 0% | -5% | /
O=C(COc1ccc(C(=S)N2CCOCC2)cc1)N1CCCC1 | -1% | 0.0% | 0% | 0.5% | -1% | 0.4% | 0% | 1% | 0% | -1% | 1%
Clc1cccc(N2CCN(CCNc3nc4ccccc4n4cnnc34)CC2)c1 | -10% | -0.5% | -3% | -1.4% | 10% | 1.1% | 5% | 4% | 2% | -6% | 42%[activator]
Nc1c(-c2ccc(Cl)cc2)nnn1-c1ccccc1 | 14% | 0.2% | -4% | -2.8% | 4% | -1.2% | -4% | ? | 2% | 2% | 1%
CCOc1ccccc1NC(=O)C1CCN(S(=O)(=O)c2cccc3cccnc23)CC1 | 1% | 0.3% | -5% | -0.3% | 5% | 0.6% | -6% | 4% | 7% | -2% | /
CCc1nc(N)c(C#N)c(-c2ccccc2OC)c1C | -7% | / | -2% | -0.6% | 4% | -0.7% | 7% | ? | -2% | -1% | 0%
CC1CCC(NS(=O)(=O)c2ccc3c(c2)n(C)c(=O)c(=O)n3C)CC1 (configuration not stated) | -9% | -1.4% | -1% | -1.3% | -16% | -0.7% | 4% | -24% | 2% | -2% | 14%
Cc1ccc(S(=O)(=O)Nc2ccc(NC(=O)CN3CCCCC3)cc2)cc1 | 1% | -0.3% | 4% | -0.4% | 7% | 0.4% | 1% | ? | -3% | -3% | 10%
O=C(NCCc1ccccc1)c1cnc2sccn2c1=O | ? | -1.0% | -2% | 10% | 1% | -5.2% | -19% | 2% | / | -1% | /
Cn1c(N2CCCCC2)nc2c1c(=O)n(Cc1cccc(Br)c1)c(=O)n2C | 4% | 0.0%[57.5 µM] | 2% | -3.2% | 1% | 1.5% | 6% | 2% | -2% | -1% | /
Cc1cc(Cl)ccc1OCCCC(=O)N1CCN(C(=O)c2ccco2)CC1 | 11% | 2.4% | -6% | 2.6% | 0% | 1.0% | -7% | 6% | -1% | -3% | 18%
COc1cccc(CN2CCCC(C(=O)N3CCCCC3)C2)c1OC (configuration not stated) | 26% | 1.3%[0.369 µM] | 1% | 1.5% | / | 1.0% | -8% | -3% | 2% | ? | 4%
COc1ccc(NC(=O)C2C(=O)N(C)C3(C)CC2c2ccccc2O3)cc1 (configuration not stated) | 1% | -2.3% | 2% | -2.4% | 0% | -1.5% | 0% | -14% | -2% | 4% | 8%
N#Cc1cc(N)c(Nc2ccccc2)cc1C#N | 6% | 0.0% | -2% | 7.2% | -5% | -0.7% | -20% | 4% | -2% | 9% | 5%
CCCCCCC(C)n1[nH]c(=O)c2c(C)cc(=O)[nH]c21 (configuration not stated) | ? | 0.2%[57.5 µM] | -4% | -2.2% | -1% | -0.9% | -2% | -7% | 0% | -1% | 3%
CCOC(=O)CCc1c(C)n(CC)c2cc(-c3ccccc3OC)nn2c1=O | 46%[activator] | -2.3% | -2% | 7.3% | 12% | -4.8% | 4% | ? | -1% | -5% | 10%
CCOC(=O)C1=C(C)NC(=O)NC1c1cccc(O)c1 (configuration not stated) | -5% | -0.5% | -6% | 0.6% | -3% | -0.9% | 4% | 1% | -3% | -2% | -7%
CCOc1cc(C(=O)NCCOC)cc(OCC)c1OCC | 3% | -1.8% | -10% | -1.3% | -14% | -0.5% | 4% | 2% | 0% | 0% | 1%
COc1ccc(C2C(C(=O)NC(C)C)c3ccccc3C(=O)N2C)cc1OC (configuration not stated) | -14% | 0.2% | -10% | -1.0% | 1% | 0.1% | 1% | -6% | 0% | -2% | 2%
CC(C)c1ccc(S(=O)(=O)c2n[nH]n3c2nc(=O)c2ccccc23)cc1 | 32µM* | 2.7% | -8% | 8.1% | -5% | -1.4% | -14% | ? | 0% | 4% | -4%
COc1ccc(-c2c3c(=O)n(C)c(=O)n(C)c3cn2Cc2cccnc2)cc1 | 0% | -0.3% | -3% | -3.7% | -4% | -0.3% | 4% | -5% | 7% | -2% | -5%
O=C(O)/C(=C\c1ccccc1)Cc1ccccc1 | 11%[11.4 µM] | 3.2%[9.22 µM] | -4%[11.4 µM] | -2.0%[15.4 µM] | 0%[9.17 µM] | -3.0%[15.4 µM] | 17%[11.4 µM] | 1%[7.6 µM] | -2%[9.22 µM] | 1%[11 µM] | /
